Screens as filed in PubChem.
MC4R antagonist = antagonists of human melanocortin 4 receptor (MC4R) | P32245 | MC4R-expressing cells, MTII-stimulated cAMP, LANCE TR-FRET | inhibition, % at 6.5 µM | actives 0.48% (n = 360,000) | AID 540295;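 active = inhibition above its plate's cutoff, the mean of tested wells on that plate plus 3 SD, cut at about 29% in these data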;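 also: 0% = Melanotan II alone and 100% = Melanotan II plus saturating MCL0020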
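Assay system: human MC4R-expressing U2OS cells; reagent: Melanotan II stimulation of cells; dosing: 6.5 µM single dose; timing: compound 30 min, challenge 1 h, detection 1 h; signal: TR-FRET cAMP assay; replicates: one well per compound, no replicates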
Glyco luc inh = blocks N-linked glycosylation in D54 reporter cells; D54 ERlucT glycosylation luciferase reporter, 24 h; percent of 100 nM tunicamycin response; reporter increase, % at 12.5 µM; actives 0.23% (n = 360,000); AID 588692;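 active = mean luciferase reporter signal, scaled so untreated is 0 and the glycosylation-blocking control 100, at or above a set limit in every replicate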;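 also: luciferase carries N-glycosylation sites so blocking glycosylation raises the light; 0% = median of neutral control wells and 100% = median of 100 nM tunicamycin wells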
MC4R ag barr = agonists of human melanocortin 4 receptor (MC4R) beta-arrestin; P32245; AID 540308; activation, % at 8.9 µM; U2OS MC4R beta-arrestin complementation, luminescence; percent of melanotan II response, DMSO zero; actives 0.98% (n = 360,000);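 active = activation above a per-plate cutoff, the mean activation of sample wells on that plate plus 3 SD, cut at about 8% in these data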
aDG glyco act = alpha-DG glycosylation activation; Pro5-aDG cells, alpha-DG glycosylation AlphaScreen (IIH6); 0% Pro5, 100% B10-LARGE cell signal; activation, % at 10 µM; actives 0.22% (n = 360,000); AID 624168;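 active = activation of at least 8% versus controls, or a plate z-score of at least 8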;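 also: Pro5 are CHO cells carrying HIG-tagged alpha-DG that lacks glycosylation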
ABHD5 PLIN5 PPI = ABHD5-PLIN5 protein interaction inhibition | Q00G26+Q8WTS1 | Split G. princeps luciferase complementation, luminescence, 4 h | inhibition, % at 4 µM | actives 0.78% (n = 360,000);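 active = inhibition above the mean inhibition across every tested compound plus 3 SD, cut at about 22% in these data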;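 also: 0% = DMSO only wells and the 100% control is not disclosed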
HTR2A ag = agonists of mouse serotonin 5-HT2A receptor (HTR2A); P35363; CHO-K1 mHTR2A beta-arrestin complementation, luminescence; percent of 30 µM serotonin response; activation, % at 7.6 µM; actives 0.66% (n = 360,000); AID 624169;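 active = activation above a run cutoff, the mean activation of all tested compounds plus 3 SD, cut at about 14% in these data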;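 also: 0% = plate median of compound wells and 100% = 30 µM serotonin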
ABCB6 inh MLPCN = blocks the human ABCB6 transporter; Q9NP58; K562-ABCB6 porphyrin accumulation, flow cytometry, 1 h; hits give low values; fluorescence ratio to DMSO, % at 10 µM; actives 0.19% (n = 360,000);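 active = fluorescence ratio to DMSO below 75%, the collection mean minus 3 SD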;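 also: signal is porphyrin accumulated inside mitochondria; 100% equals median channel fluorescence of DMSO control wells; lower ratio means ABCB6 inhibition with less porphyrin fluorescence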
Target sequence (Q9NP58 whole entry, looked up): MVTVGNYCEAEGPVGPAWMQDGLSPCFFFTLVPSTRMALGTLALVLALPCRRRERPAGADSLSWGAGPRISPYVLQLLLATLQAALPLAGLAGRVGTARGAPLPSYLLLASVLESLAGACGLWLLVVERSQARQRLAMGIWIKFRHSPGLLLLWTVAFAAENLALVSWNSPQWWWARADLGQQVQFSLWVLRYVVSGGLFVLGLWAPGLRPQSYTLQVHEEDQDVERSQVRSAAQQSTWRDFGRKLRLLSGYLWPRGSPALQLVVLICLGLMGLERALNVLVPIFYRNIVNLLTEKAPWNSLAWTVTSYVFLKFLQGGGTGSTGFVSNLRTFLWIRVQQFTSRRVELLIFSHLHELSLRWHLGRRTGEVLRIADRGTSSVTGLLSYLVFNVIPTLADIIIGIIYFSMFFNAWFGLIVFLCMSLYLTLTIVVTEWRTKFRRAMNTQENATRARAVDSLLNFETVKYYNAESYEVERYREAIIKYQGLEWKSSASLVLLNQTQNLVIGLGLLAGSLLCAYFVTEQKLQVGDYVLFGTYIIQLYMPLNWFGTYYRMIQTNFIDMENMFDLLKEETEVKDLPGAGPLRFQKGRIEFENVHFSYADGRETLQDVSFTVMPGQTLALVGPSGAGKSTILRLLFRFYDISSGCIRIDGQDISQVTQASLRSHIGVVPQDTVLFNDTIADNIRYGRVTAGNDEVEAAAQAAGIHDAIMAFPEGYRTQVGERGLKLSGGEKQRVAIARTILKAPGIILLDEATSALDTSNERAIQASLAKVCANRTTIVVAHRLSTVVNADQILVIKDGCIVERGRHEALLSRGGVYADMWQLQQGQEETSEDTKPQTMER
Cardio protect = protects H9c2 cardiomyocytes from peroxide injury; H2O2 injury protection, ATPLite, 2 h; protection from H2O2 cell death, % at 20 µM; actives 0.63% (n = 360,000);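 active = compounds giving at least 50% protection of heart cells from peroxide-induced death in the single-dose screen, raw or plate-pattern-corrected value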;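 also: 0% = DMSO wells with peroxide and 100% = DMSO wells without peroxide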
hiPSC survival = enhancers of human iPSC single-cell survival. AID 602274. hiPSC single-cell survival, ATPlite luminescence; 100% = ROCK inhibitor wells, 0% = DMSO. survival enhancement, % at 20 µM. actives 0.044% (n = 360,000); in the data active = survival enhancement above about 18%;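 also: cells exposed to compounds for 16 hours before the ATP read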
Exocytosis inh = lytic granule exocytosis inhibition; TALL-104 LAMP-1 surface exposure, flow cytometry; cells stimulated with thapsigargin and PMA; inhibition, % at 10 µM; actives 0.66% (n = 360,000);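 active = inhibition above about 55%, limit read from the data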
* = called active by the depositor; / = no result given. Not a hit list; any-hit rate near 4.5%.

SMILES	MC4R antagonist	Glyco luc inh	MC4R ag barr	aDG glyco act	ABHD5 PLIN5 PPI	HTR2A ag	ABCB6 inh MLPCN	Cardio protect	hiPSC survival	Exocytosis inh
CCc1nc(SCC(=O)OC)c2c3c(sc2n1)COC(C)(C)C3	17	2	-1.2	0.0	1	-5	96	10	0.7	-1
O=C1N=C(N2CCCCC2)S/C1=C\c1ccncc1	-10	0	-0.9	0.2	6	-4	98	4	-0.4	-10
O=C(CN1C(=O)C2C3CCC(C3)C2C1=O)Oc1ccc2ccccc2c1 (stereo not drawn)	1	1	-1.1	-0.1	4	1	98	-5	-1.5	-2
CC(=O)c1ccc(NC(=O)C(C)OC(=O)C(C)Oc2cccc(C)c2)cc1 (stereo not drawn)	15	1	-1.1	-0.1	2	-2	101	3	-0.3	-6
CN(C(=O)c1cccc(C#N)c1)c1nnc(-c2ccccn2)s1	9	0	-0.2	0.0	8	4	103	-4	3.0	-2
Cc1ccc(-c2noc(-c3c(C)noc3C)n2)cc1	14	1	0.2	0.0	3	-4	92	-4	-0.5	1
CC(=O)N(c1ccc(Cl)cc1)c1c[nH]c2ccccc12	8	-3	-1.4	0.4	6	-1	95	-1	1.6	1
CC1CCc2[nH]c3ccc(C(=O)N(C)CC(=O)Nc4ccccc4C(F)(F)F)cc3c2C1 (stereo not drawn)	3	-2	-3.4	0.4	-12	-4	102	-7	-0.5	-3
CN(C)CCn1cnc2c1c(=O)[nH]c(=O)n2Cc1ccccc1	15	3	1.3	-0.1	-7	-10	93	8	-0.1	-5
O=C(CCN=C1NS(=O)(=O)c2ccccc21)OCc1nnc(-c2ccc([N+](=O)[O-])cc2)o1	-4	0	-2.2	0.3	1	-5	99	-3	3.6	5
CN(C(=O)CSc1nnc(C2CC2)n1-c1ccccc1)C1CCS(=O)(=O)C1 (stereo not drawn)	3	1	-1.4	0.0	2	2	104	8	-1.7	7
O=C(Nc1ccc(Cl)cc1Cl)c1ccc2ncsc2c1	0	-2	1.2	0.0	-5	4	96	-6	0.0	7
Cc1[nH]c2ccc3ncccc3c2c1C	11	0	-0.7	0.3	7	-2	100	18	-0.1	5
CC1(C)CC(=O)C2=C(C1)c1c(ccc3ccccc13)NC2c1ccc(Br)o1 (stereo not drawn)	5	-7	-1.6	1.3	7	-6	100	-19	-2.8	-3
Cc1cc(C(=O)CSc2nnc(N)s2)c(C)n1CCc1ccc(F)cc1	1	-1	-0.8	0.3	3	-4	93	5	-0.4	-4
O=C(NCc1cccnc1)c1cc(C2CCCCN2C(=O)c2ccc3c(c2)CCO3)on1 (stereo not drawn)	-4	4	0.3	-0.2	5	9	97	5	-1.8	-1
CC(C)CC(NC(=O)CNC(=O)C1O[C@@H]2OC(C)(C)O[C@@H]2[C@H]2OC(C)(C)O[C@@H]12)C(=O)O (stereo partly drawn)	8	1	-1.5	-0.1	0	0	94	0	-0.1	5
CCCCc1nc2cc(C(=O)NCc3nccn3CC)ccc2o1	3	-1	0.0	0.0	-1	-12	99	-6	0.1	0
Cc1ccc(N2CC(C(=O)N3CCc4ccccc4C3)CC2=O)cc1 (stereo not drawn)	15	2	-0.9	0.4	4	2	98	-2	1.3	-1
Cc1ccc(Cl)c2c1=NC(=O)C=2c1[nH]c(=S)[nH]c1O	-51	1	-3.2	0.2	-23	-3	100	5	-0.1	8
Cc1cc(Br)cn2c(Cc3cccc(F)c3)c(-c3ccc(Cl)cc3)nc12	/	4	/	-0.1	-4	-2	100	-6	-1.3	0
O=C(NC(=S)Nc1ccccn1)c1ccccc1	6	-8	-1.1	0.0	4	-3	94	-16	-0.5	-9
CCc1nc2ccc(C(=O)Nc3cccc(NS(C)(=O)=O)c3)cn2c1N(C)C(=O)c1cccc(OC)c1	6	1	0.0	0.0	4	-1	104	6	-0.7	-5
Cc1cccc(NC(=O)C2CCN(C(=O)[C@@H]3Cc4ccccc4CN3)CC2)c1	-2	2	-1.5	0.2	1	0	99	12	0.3	12
C=CCn1c(-c2ccncc2)n[nH]c1=S	4	0	-0.8	0.0	0	6	105	6	0.9	-1
SMILES	MC4R antagonist	Glyco luc inh	MC4R ag barr	aDG glyco act	ABHD5 PLIN5 PPI	HTR2A ag	ABCB6 inh MLPCN	Cardio protect	hiPSC survival	Exocytosis inh
COc1cc(/C=N/n2c(-c3cc(C)[nH]n3)n[nH]c2=S)cc(OC)c1O	-4	4	-2.0	0.1	-5	1	97	2	-0.8	9
CCOC(=O)C1=C(COC(=O)c2ccc([N+](=O)[O-])o2)NC(=O)NC1C (stereo not drawn)	-37	8	-0.5	-0.2	1	13	97	61*	0.2	-2
COc1cc(C(=O)N/N=C/c2coc3ccc(Cl)cc3c2=O)ccc1O	-2	0	-3.8	0.0	10	3	91	11	0.1	-1
O=C1CC(Cc2ccccc2)C(=O)N1c1ccccn1 (stereo not drawn)	18	2	1.6	-0.2	8	-1	97	4	-0.6	-2
Cc1ccccc1Cc1c(C)nc2c(C(=O)N3CCN(Cc4ccc5c(c4)OCO5)CC3)cnn2c1C	10	0	4.5	0.0	5	6	90	-1	2.3	0
CN(C)Cc1cc(O)c(CN(C)C)cc1O	4	2	-1.2	0.1	7	-13	98	61*	-0.8	4
Cn1c(C(=O)NCCC2=CCCCC2)cc2c(=O)n3ccccc3nc21	-2	2	-2.0	0.0	-3	0	93	22	-0.8	-2
CCn1c(SCC(=O)N2CCCc3ccccc32)nc2c(c1=O)SC(C)C2 (stereo not drawn)	18	0	0.9	-0.1	-5	-2	99	8	-3.3	-4
CCN(CC)S(=O)(=O)c1cccc(C(=O)N/N=C/c2ccc(N3CCOCC3)cc2)c1	2	0	-0.4	0.5	-8	-1	92	8	-0.5	1
CC(C)NC(=O)C1(C)CN(S(C)(=O)=O)CC(=O)N1C1CC1 (stereo not drawn)	/	/	/	-0.1	5	2	/	/	/	8
CCN1CCN(C(=O)CSc2ccc(C)cc2)CC1	-1	0	1.1	-0.1	-4	-5	97	7	-0.5	-1
Cc1ccccc1-c1nc2cc(Cl)ccc2o1	1	1	-1.1	-0.3	-9	-4	99	-17	-1.7	-2
CCOC(=O)C1=C(SCC)c2cc3c(n2C1=O)CCCC3	-8	2	-3.2	-0.2	3	-4	98	13	-0.9	-1
CN1/C(=C\C=N\NC(=O)c2ccc(O)cc2)C(C)(C)c2ccccc21	-4	-7	-1.5	1.1	-11	-3	308	-13	-0.3	4
COc1ccc(-c2oc(=O)c3cc(OC)c(OC)cc3c2/C=C/c2ccc(F)cc2)cc1	0	-6	-0.3	0.0	-6	-13	93	1	4.6	-11
CC1=NNC(=O)/C1=C\c1cn(-c2ccccc2)nc1-c1ccc(Cl)cc1	31*	14	17*	-0.4	32*	9	103	-5	12	24
S=c1nc[nH]c2c1ncn2-c1ccc(Cl)cc1	4	0	-0.2	-0.1	-15	-1	101	2	-1.5	2
CC(=O)c1cccc(NC(=O)/C(=C/c2ccco2)NC(=O)c2ccco2)c1	7	6	-2.9	-0.3	2	-5	105	2	-0.4	-4
O=c1c(O)c(-c2ccccc2)oc2ccccc12	1	1	-0.7	-0.2	-2	5	99	17	-2.8	4
C=CCn1c(Cc2cccc3ccccc23)n[nH]c1=S	-9	-4	0.6	1.1	9	3	102	-2	-2.6	-3
COc1ccc(S(=O)(=O)N2CCN(CC(=O)N3CCOCC3)CC2)cc1OC	1	0	2.2	-0.1	10	-1	102	9	-1.2	0
Cc1ccc(CSCC(=O)Nc2ccccc2F)cc1	4	-1	-2.1	-0.2	-3	3	100	-2	0.1	-4
COCCNC(=O)C(c1ccco1)N(C(=O)Cn1nnc2ccccc21)c1cccc(C)c1C (stereo not drawn)	-3	-1	1.3	0.8	-1	-5	99	5	0.4	1
CCN(C)C1CN(Cc2cn(Cc3ccc(C)cc3)nn2)S(=O)(=O)C1 (stereo not drawn)	/	/	/	0.0	6	-5	101	/	-0.7	-4
COc1ccc(C(O)(C2CCCCC2)C(CN2CCOCC2)c2ccccc2)cc1 (stereo not drawn)	17	-9	-0.1	0.0	-1	-8	96	-8	-0.5	-2

Two records picked at random from those above, as already listed:
SMILES	MC4R antagonist	Glyco luc inh	MC4R ag barr	aDG glyco act	ABHD5 PLIN5 PPI	HTR2A ag	ABCB6 inh MLPCN	Cardio protect	hiPSC survival	Exocytosis inh
COCCNC(=O)C(c1ccco1)N(C(=O)Cn1nnc2ccccc21)c1cccc(C)c1C (stereo not drawn)	-3	-1	1.3	0.8	-1	-5	99	5	0.4	1
Cc1ccc(CSCC(=O)Nc2ccccc2F)cc1	4	-1	-2.1	-0.2	-3	3	100	-2	0.1	-4

Later entries:
SMILES	MC4R antagonist	Glyco luc inh	MC4R ag barr	aDG glyco act	ABHD5 PLIN5 PPI	HTR2A ag	ABCB6 inh MLPCN	Cardio protect	hiPSC survival	Exocytosis inh
CCOC(=O)N1CCN(C(=O)C2CCCN(S(C)(=O)=O)C2)CC1 (stereo not drawn)	13	1	-0.7	-0.1	3	1	94	2	2.9	-6
Cc1ccc(S(=O)(=O)N(C)C)cc1NC(=O)COC(=O)COc1ccc2c(c1)CCC2	-2	3	-0.4	0.2	4	-8	103	-3	-0.4	1
Cc1ccc(C(=O)COC(=O)CNC(=O)c2cccs2)cc1C	25	-1	0.7	0.2	1	1	101	-4	-1.2	0
Cc1cc(C)cc(-n2nnnc2SCC(=O)Nc2nc(-c3ccc(F)cc3)cs2)c1	10	-2	30*	-0.2	-1	-3	93	-4	-0.8	0
C=CCNC(=S)NNC(=O)c1ccc([N+](=O)[O-])cc1	20	1	-1.4	-0.5	-2	-3	100	-4	3.4	6
O=C(OC1CCN(c2ncc(C(F)(F)F)cc2Cl)CC1)c1ccccc1	-5	0	0.1	-0.2	5	2	88	-13	2.8	-2
CCC(CC)C(=O)Nc1ccc(Cl)c(Cl)c1	7	-2	2.2	0.0	0	-3	94	1	0.2	-1
COc1cc(C(=O)N2CCN(c3ccccc3F)CC2)ccc1OCC(=O)N1CCOCC1	0	1	-2.4	-0.2	-6	4	106	3	1.6	1
Cc1cnc(=O)[nH]c1SCc1cccc([N+](=O)[O-])c1	-4	-2	-2.6	0.1	-1	7	94	2	-0.5	-11
Cc1ccnc(Nc2nc3ccccc3s2)n1	-2	-2	1.1	-0.5	-6	3	96	0	-2.6	-1
Nn1cnnc1N/N=C\c1ccc(-c2ccccc2[N+](=O)[O-])o1	-8	7	-2.2	-0.3	-43	0	91	-11	0.1	0
O=C(/C=C/c1cccc([N+](=O)[O-])c1)N1CC[C@@]2(O)CCCC[C@H]2C1	2	0	1.1	0.1	-12	-4	94	-1	-0.1	-6
CCCCCCn1c(=O)n2n(c1=O)[C@@H]1CN(S(=O)(=O)c3ccc(C)cc3)C[C@]1(O)[C@@H](OC(=O)NC1CC1)C2	-3	0	-1.4	0.1	2	2	95	-8	1.9	-5
C=C(C)Cn1c(CCCNC(=O)CCC)nc2ccccc21	5	-1	-2.2	0.1	0	1	91	9	-3.2	-2
O=C(OCC(=O)C12CC3CC(CC(C3)C1)C2)c1ccc(O)cc1O	2	-2	1.9	-0.1	-28	5	98	-14	0.2	1
O=C(N/N=C/c1ccccc1F)c1ccc(COc2ccccc2Cl)o1	-5	0	7.3	1.1	15	10	97	1	-2.8	1
